Bioassay records (PubChem BioAssay)
C2C12 statin – protects C2C12 myotubes from simvastatin toxicity | ATP luminescence, 48 h; scaled: DMSO 0, geranylgeraniol control 100 | rescue of ATP level, % at 7.49 µM | 0.78% of 330,000 active;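 active = mean ATP rescue above about 67%, or every replicate alone reaching that limit, limit read from the data, passing the limit was not always enough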;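 note: myotubes were challenged with 10 µM simvastatin during compound exposure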
ARNT-TACC3 inh – disruptors of human ARNT/TACC3 interaction; AlphaScreen His-ARNT PAS-B/GST-TACC3 binding, luminescence; TACC3 fragment carries E629A point mutation; inhibition, % at 9.99 µM; 0.66% of 390,000 active;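 active = mean inhibition of replicates at least 50% and at least half of replicates each reaching 50%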;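 note: 0% = complete ARNT plus TACC3 wells and 100% = ARNT alone without TACC3; many hits fall short of the cut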
ERp5 inh – inhibitors of human ERp5. Q15084. ERp5 insulin aggregation, absorbance 650 nm, 90 min. inhibition, % at 9.99 µM. 0.05% of 350,000 active;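 active = mean replicate inhibition above about 25%, with every replicate also reaching it, limit read from the data, passing the limit was not always enough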
Target sequence (Q15084 whole entry, looked up): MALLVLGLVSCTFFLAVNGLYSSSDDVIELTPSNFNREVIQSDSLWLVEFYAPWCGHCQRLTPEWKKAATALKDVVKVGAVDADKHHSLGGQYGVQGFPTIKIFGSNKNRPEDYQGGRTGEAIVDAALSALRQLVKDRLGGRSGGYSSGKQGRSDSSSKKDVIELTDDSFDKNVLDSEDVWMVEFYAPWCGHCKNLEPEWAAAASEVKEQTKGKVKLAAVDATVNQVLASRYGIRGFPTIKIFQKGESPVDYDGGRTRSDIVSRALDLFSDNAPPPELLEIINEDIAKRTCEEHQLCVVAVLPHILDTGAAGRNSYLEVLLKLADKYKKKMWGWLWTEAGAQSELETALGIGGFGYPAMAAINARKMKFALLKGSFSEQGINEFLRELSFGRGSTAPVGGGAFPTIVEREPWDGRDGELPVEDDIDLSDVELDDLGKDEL
Cneo AK release – causes C. neoformans cell lysis. adenylate kinase release luminescence, 4 h; normalised: neutral wells 0, clomiphene wells 100. lysis activity, % at 15 µM. 0.2% of 360,000 active;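 active = mean lysis activity across replicates of at least 80%, whatever share of replicates individually reach that level; inactive = mean lysis activity below 80%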
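Material – log-phase Cryptococcus neoformans yeast cells · Input – 5 × 10^6 yeast cells/mL · Medium – fresh YPD growth medium · Doses – single compound concentration per well · Timing – static 4 h at 37 °C with compound, 1 h detection · Detection – adenylate kinase release luminescence · Read-out – signal increase indicating cell lysis · Control set – Clomiphene as positive lysis control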
esBAF inh – inhibitors of esBAF chromatin remodeling in mouse ES cells; Bmi1-luciferase knock-in reporter, 24 h; 100% = twice the neutral-well signal; reporter increase, % at 12.5 µM; 2% of 350,000 active; in the data active = activation above about 40%;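 note: 0% = median of the plate's neutral control wells and 100% = double that signal; a rise in the Bmi1 reporter signal indicates esBAF inhibition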
SIRT5 block – inhibitors of human sirtuin-5 desuccinylase | Q9NXA8 | Purified SirT5, succinyl-peptide AMC, trypsin-coupled fluorescence | inhibition, % at 15 µM | 1.1% of 330,000 active; in the data active = inhibition above about 15%
Target sequence (Q9NXA8 whole entry, looked up): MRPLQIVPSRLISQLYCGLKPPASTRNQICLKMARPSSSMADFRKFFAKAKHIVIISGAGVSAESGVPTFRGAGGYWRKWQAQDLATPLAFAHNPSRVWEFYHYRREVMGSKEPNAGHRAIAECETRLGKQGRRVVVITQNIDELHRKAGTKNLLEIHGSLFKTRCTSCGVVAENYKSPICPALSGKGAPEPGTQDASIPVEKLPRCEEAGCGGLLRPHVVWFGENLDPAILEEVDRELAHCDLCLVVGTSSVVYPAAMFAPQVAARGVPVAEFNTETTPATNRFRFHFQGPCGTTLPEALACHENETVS
miR122 inh – blocks miR-122 activity in Huh7 sensor cells; Huh7 miR-122 Renilla luciferase sensor, 48 h; neutral wells = 0, positive control = 100; activation (reporter increase), % at 12.5 µM; 0.3% of 340,000 active;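 active = mean replicate activation score at least 90 and every replicate individually at or above 90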;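 note: higher luciferase means less miR-122 activity so hits act as miR-122 inhibitors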
Starred values were filed as active, the others as inactive; · = not tested or not shown; & = joins results of further samples; [ ] = another dose, or the depositor's remark.

SMILES	Cneo AK release	ERp5 inh	SIRT5 block	C2C12 statin	esBAF inh	ARNT-TACC3 inh	miR122 inh
C[C@H]1CN([C@@H](C)CO)C(=O)Cc2cc(NC(=O)c3ccncc3)ccc2O[C@H]1CN(C)C	-2	-3	1	-2	-1	-6	0[16.7 µM]
CCOc1ccccc1NC(=O)C1CCN(C(=O)Cc2ccccc2)CC1	·	1	-1	·	·	25	·
CCc1oc(C(=O)OC)cc1CSC(=N)N	2	1	-1	2	-1	-4	-9
CCCC(=O)N1CCN(Cc2ccc3c(c2)OCO3)CC1	1	·	·	·	·	33	0
C[C@@H]1CN([C@@H](C)CO)C(=O)c2cc(C3=CCCC3)cnc2O[C@H]1CN(C)C(=O)C1CCCCC1	3	6	0	-9	0	-9	0[16.7 µM]
CCOC(=O)c1[nH]c2ccc(OC)cc2c1NC(=O)N1CCOCC1	4	·	·	·	7	-2	5
C[C@H]1CCCCO[C@@H](CN(C)Cc2ccc(C(F)(F)F)cc2)[C@@H](C)CN([C@@H](C)CO)C(=O)c2cc(NC(=O)Nc3ccc(C(F)(F)F)cc3)ccc2O1	55	·	·	·	-9	-13	-3[16.7 µM]
COC(=O)c1ccccc1NC(=O)COc1ccc2c(c1)OCO2	-2	3	-5	-4	1	-5	4
COc1cc(C(=O)NC(CCSC)C(=O)OCC(=O)C(C)(C)C)cc(OC)c1OC (configuration not stated)	-3	8	2	2	-2	10	-2
CC(C)(C)c1ccc(C(=O)Nc2ccc(Cl)cc2)cc1	·	3	0	·	·	-29	·

(more compounds)
SMILES	Cneo AK release	ERp5 inh	SIRT5 block	C2C12 statin	esBAF inh	ARNT-TACC3 inh	miR122 inh
Cc1ccc(C(=O)Nc2c(-c3cccs3)nc3cc(C)ccn23)cc1	0	·	·	2	5	-7	-1
C[C@@H]1CCCCO[C@@H](CN(C)Cc2ccc(C(F)(F)F)cc2)[C@@H](C)CN([C@H](C)CO)C(=O)c2cc(NS(=O)(=O)c3ccc(Cl)cc3)ccc2O1	-3	-3	-1	·	-3	-32	-3[16.7 µM]
CCO[C@H]1OC(C(N)=O)=C[C@@H](C(C)(C)C)[C@@H]1CCCO	-1	4	-1	1	-7	-1	2
CC(=O)C1=C(O)C(=O)N(CO)C1c1ccccc1F (configuration not stated)	·	-1	0	·	·	-2	·
CCOC(=O)c1ccc(N(CCC2CO2)S(=O)(=O)c2ccc(C)cc2)cc1 (configuration not stated)	·	4	-1	·	·	10	·
CC(=O)Oc1ccc(C(=O)Nc2ccccc2C(=O)N2CCCCC2)cc1	8	2	1	-5	-3	1	-9
Cc1ccc(S(=O)(=O)N(C)c2ccc(C(=O)NCc3cccnc3)cc2)cc1	1	1	-2	·	·	-4	22
CC(=O)Nc1cccc(NC(=O)CSc2ccc(-c3cccnc3)nn2)c1	·	3	-4	·	·	-5	·
CNS(=O)(=O)c1cccc(C(=O)OCC(=O)c2ccc(S(=O)(=O)N3CCCCC3)cc2)c1	1	-1	-2	4	-6	-4	·
Cc1cc(C)cc(NC(=O)Cc2ccc(-n3cccc3)cc2)c1	4	·	·	·	·	-8	5

The list continues.
SMILES	Cneo AK release	ERp5 inh	SIRT5 block	C2C12 statin	esBAF inh	ARNT-TACC3 inh	miR122 inh
CC(C)(C)NC(=O)C12CCC(C)(c3nc4ccccc4nc31)C2(C)C (configuration not stated)	2	·	·	-24	-4	-12	-6
O=C(COC(=O)c1cccc(Cl)c1)Nc1cc(Cl)ccc1Oc1ccccc1	·	4	0	·	·	-6	·
COc1cccc(-c2nc(CS(=O)(=O)CC(=O)NCCc3cc(OC)ccc3OC)c(C)o2)c1	-3	17	2	12	3	-17	1
CC(C)NC(=O)N1CCCCN2[C@@H](CO)[C@@H](c3ccc(C#Cc4ccccc4)cc3)[C@@H]2C1	2	20	1	·	·	4	2[16.7 µM]
CCC1(O)CC(C(=O)OC)=NN1C(=O)c1ccccc1 (configuration not stated)	-1	5	0	19	-6	-4	5
COC(=O)c1ccc(N2CC3CNC(=O)C2(C(=O)OC)N3C)cc1 (configuration not stated)	4&2	0&4	·	1&17	0&-9	-1&-5	0&-3
CCNC(=O)C[C@H]1C=C[C@@H](NC(=O)C2CCC2)[C@@H](CO)O1	-9	-3	6	1	-9	·	·
COC(=O)C1=C(N)Oc2cc(C)[nH]c(=O)c2C1c1ccccc1OC (configuration not stated)	·	-10	10	·	·	-5	·
COc1ccccc1-c1oc2ccccc2c1C#CCCCCO	-1	-3	3	-8	-8	3	1
COc1ccccc1C#Cc1ccc2c(c1)O[C@@H](CN(C)Cc1ccccc1)[C@H](C)CN([C@H](C)CO)S2(=O)=O	1	-10	-1	-28	-4	-5	10[16.7 µM]

Next results follow:
SMILES	Cneo AK release	ERp5 inh	SIRT5 block	C2C12 statin	esBAF inh	ARNT-TACC3 inh	miR122 inh
COc1ccc(OC)c(S(=O)(=O)N2Cc3ccccc3CC2C(=O)O)c1 (configuration not stated)	3	·	·	·	·	-13	-3
COc1ccc(CN2C(=O)C(CC(=O)NCc3cccc4ccccc34)CC(C(=O)N(C)C)=C2C)cc1 (configuration not stated)	-1	-7	-6	-10	-7	·	1
COc1ccc(-c2cc(C3CCN(Cc4cccc(C(F)(F)F)c4)CC3)[nH]n2)cc1	5	-2	-6	5	-1	·	-8
CN(C)S(=O)(=O)Oc1ccccc1C(=O)Nc1cccc(C(F)(F)F)c1	2	·	·	-11	0	-3	10
Cc1ccc2c(c1)C(c1ccc(O)cc1)(c1ccc(O)cc1)C(=O)N2C	·	0	3	·	·	-8	·
CCNC(=O)C(=O)Nc1cc2c3c(c1)CCC(=O)N3CCC2	2	-14	-1	8	-10	-4	-6
CC(=O)Nc1ccc(S(=O)(=O)N2CCCC(C(=O)N3CCN(c4ccccc4)CC3)C2)cc1 (configuration not stated)	-1	7	1	-12	3	0	0
COc1cccc(CN(C(=O)c2cccs2)C2CCS(=O)(=O)C2)c1 (configuration not stated)	11	5	-5	-21	1	9	-3
O=C(O)c1ccc(-n2c(-c3ccccc3)n[nH]c2=S)cc1	1	·	·	2	-7	0	0
Cc1n[nH]c(=S)n1/N=C/c1ccc(OCc2ccc(Cl)cc2)cc1	0	·	·	23	-10	0	-12

(cont.)
SMILES	Cneo AK release	ERp5 inh	SIRT5 block	C2C12 statin	esBAF inh	ARNT-TACC3 inh	miR122 inh
COc1ccc(CCNC(=O)Nc2ccc3nc([C@@H]4O[C@H](CO)[C@@H](O)[C@H](O)[C@H]4O)[nH]c3c2)cc1Br	0	-6	·	-3	-4	·	·
O=C(CSc1nnc(CNC(=O)c2ccc(F)cc2)o1)NCC1CCCO1 (configuration not stated)	1	5	0	-7	-10	8	1
O=C(c1cc2c(s1)CCC2)N1CCN(c2ccccc2)CC1	0	·	·	-7	6	-1	-5
CC(C)(C)c1csc(NC(=O)CS(=O)(=O)c2ccccc2)n1	7	2	1	6	28	0	-6
COc1ccccc1CCn1c(N)c(C#N)c2nc3ccccc3nc21	-2	·	·	25	-2	-8	-6
COc1ncnc(-c2ccccc2)c1-c1ccccc1	·	-5	-3	·	·	1	·
CS(=O)(=O)Nc1ccc2c(c1)[C@H]1C[C@@H](CC(=O)NCc3ccccn3)O[C@H](CO)[C@H]1O2	-10	-8	-1	-2	-2	21	3[16.7 µM]
O=C(c1ccc(S(=O)(=O)Nc2ccccc2)cc1)N1CCCCCCC1	1	-10	-3	-9	-2	-2	4
CCOC(=O)c1c(NC(=O)CSc2nnc(CNC(=O)c3ccco3)n2C)sc2c1CCC2	0	1	1	4	-8	1	-1
C/C(=N\NS(=O)(=O)c1cccc([N+](=O)[O-])c1)c1cc2ccccc2o1	0	·	·	·	-7	1	-8

Continuation.
SMILES	Cneo AK release	ERp5 inh	SIRT5 block	C2C12 statin	esBAF inh	ARNT-TACC3 inh	miR122 inh
CN(Cc1ccc(Cl)cc1)C(=O)c1ccc(S(=O)(=O)NCc2ccco2)cc1	6	0	-4	8	-1	·	·
COc1ccc(C(=S)N2CCCCC2)cc1Br	2	3	-2	-12	4	10	0
COc1ccc(NC(=O)CSc2nnc(-c3cccnc3)o2)c(OC)c1	-2	-6	-2	13	0	-1	·
COc1ccc(NC2CC(=O)N(c3cc([N+](=O)[O-])ccc3C)C2=O)cc1 (configuration not stated)	·	3	1	·	·	4	·
CC1CC(C)CN(S(=O)(=O)c2ccc(NC(=O)C3CSC4(C)CCC(=O)N34)cc2)C1 (configuration not stated)	2	-5	-2	10	0	-6	6
CCC(Oc1ccccc1)C(=O)OCC(=O)N(CC)c1c(N)n(Cc2ccccc2)c(=O)[nH]c1=O (configuration not stated)	1	-5	-4	4	-2	-6	·
O=C(c1ccc(F)cc1)N1CCCCN2[C@H](CO)[C@H](c3ccc(/C=C/c4ccccc4)cc3)[C@@H]2C1	0	·	·	35	-2	-3	-3[16.7 µM]
COc1ccc(CNC(=O)CS(=O)Cc2nc(-c3ccc(OC)c(OC)c3)oc2C)cc1 (configuration not stated)	-16	3	10	3	-4	0	·
O=C(Nc1ccc(S(=O)(=O)N2CCCC2)cc1)Nc1ccc(F)cc1F	-22	1	-1	-22	4	4	-4
CCCC(C(=O)NCc1ccccc1)N(C(=O)Cn1nnc(-c2cccs2)n1)c1ccc2c(c1)OCCO2 (configuration not stated)	-5	·	·	-22	-7	0	-22

Copied from the list.
Entry of `O=C(Nc1ccc(S(=O)(=O)N2CCCC2)cc1)Nc1ccc(F)cc1F` in ARNT-TACC3 inh: 4
Entry of `O=C(c1ccc(F)cc1)N1CCCCN2[C@H](CO)[C@H](c3ccc(/C=C/c4ccccc4)cc3)[C@@H]2C1` in miR122 inh: -3[16.7 µM]
Entry of `COc1ccc(NC(=O)CSc2nnc(-c3cccnc3)o2)c(OC)c1` in C2C12 statin: 13

More entries.
SMILES	Cneo AK release	ERp5 inh	SIRT5 block	C2C12 statin	esBAF inh	ARNT-TACC3 inh	miR122 inh
C[C@@H]1CN([C@@H](C)CO)C(=O)c2cc(NC(=O)c3ccncc3)ccc2O[C@@H]1CN(C)S(C)(=O)=O	-9	-2	-7	30	1	-8	-4[16.7 µM]
Cc1nc2c(C)cccc2cc1C(=O)N/N=C/c1ccc(O)cc1	·	3	1	·	·	7	·
Cc1ccccc1OCCC(=O)N(CC(=O)Nc1ccccc1C(F)(F)F)Cc1ccco1	-1	-2	-1	4	-4	8	0
CN(C)CCCNC(=O)C[C@H]1C[C@H](C(=O)N2CCOCC2)[C@@]2(C)c3[nH]c4cc(CCC(=O)N(C)C)ccc4c3CCN2C1=O	-2	5	-3	8	-9	-3	-5
C[C@@H]1CN([C@@H](C)CO)C(=O)Cc2cc(NS(C)(=O)=O)ccc2O[C@H]1CN(C)Cc1ccncc1	-9	-4	-2	12	-1	-3	-11[16.7 µM]
CCN1[C@H](C(=O)Nc2ccccc2)[C@@H](CO)[C@@H]2Cn3c(ccc(-c4ccncc4)c3=O)[C@@H]21	-1	-4	2	5	-2	10	-4[16.7 µM]
CN(c1ccc(C(=O)N2CCN(Cc3ccccc3)CC2)cc1)S(=O)(=O)c1ccc(Cl)cc1	0	2	-2	-1	11	0	·
Cc1cccc(/C=N/n2c(C)nnc2C)c1	-3	·	·	15	0	-1	-5
NS(=O)(=O)c1ccc(NC(=O)CN(C(=O)C(F)(F)F)C2CCCC2)cc1	-1	4	-3	5	-5	·	-3
O=C1NC(=O)c2cc(NC(=O)c3cccc4ccccc34)ccc21	-2	6	-3	3	5	-1	-15

Other records:
SMILES	Cneo AK release	ERp5 inh	SIRT5 block	C2C12 statin	esBAF inh	ARNT-TACC3 inh	miR122 inh
NNC(=O)c1cc(C23CC4CC(CC(C4)C2)C3)[nH]n1	0	3	·	-15	-6	2	1
Cc1nc2nc(SCC(=O)C(C)(C)C)[nH]c2cc1Br	-2	·	·	-20	19	-1	3
C[C@H](CO)N1C[C@H](C)[C@H](CN(C)Cc2cccc(C(=O)O)c2)Oc2ncc(C#CCc3ccccc3)cc2C1=O	3	2	2	11	15	2	4[16.7 µM]
O=S(=O)(c1ccc(Cl)cc1)N1CCN(CCc2ccncc2)CC1	-2	0	-1	-3	-3	·	·
O=C(CN(C(=O)CCC(=O)Nc1nccs1)c1ccc(F)c(Cl)c1)NCC1CCCO1 (configuration not stated)	-3	-3	-3	2	5	·	4
O=c1cc(CN2CCN(S(=O)(=O)c3ccccc3[N+](=O)[O-])CC2)nc2sccn12	-3	1	0	3	12	0	-3

Hits appear at their usual frequency; any-hit rate near 4%.
